Growth percent in the NCI-60 one-dose screen (48 h, 10 µM unless noted): 100 = growth as untreated, 0 = no growth, -100 = all killed.
SNB-19 – SNB-19 CNS cancer cells | actives 2.5% (n = 81,000)
HCT-116 – HCT-116 colon cancer; actives 7.3% (n = 82,000); AID 1794798
HT29 – HT29 colon cancer; AID 1794748; actives 7.4% (n = 81,000)
KM12 – KM12 colon cancer cells; actives 5% (n = 82,000); AID 1794800
COLO 205 – COLO 205 colon cancer. actives 7.3% (n = 79,000). AID 1794742
SNB-75 – SNB-75 CNS cancer; actives 5% (n = 79,000); AID 1794750
HCC-2998 – HCC-2998 colon cancer | actives 4.7% (n = 79,000) | AID 1794799
HCT-15 – HCT-15 colon cancer. actives 5.2% (n = 82,000)
SW-620 – SW-620 colon cancer; actives 5.2% (n = 82,000)
The depositor's hits bear a star; . = no result given; & = joins results of further samples. Rule for the calls: active = growth percent below 10; inactive = the rest.

Every second line gives: HCT-116	SNB-75	SW-620	KM12	HT29	SNB-19	HCT-15	COLO 205	HCC-2998
O=C(/C=C/Nc1cc(-c2ccccc2)nn1-c1ccccc1)c1cccs1
    69	105	89	95	84	92	65	116	103
CN(CCCCCl)P(=O)(OCc1ccc([N+](=O)[O-])o1)C(F)(F)C[C@H](NC(=O)CNC(=O)c1ccc(N=[N+]=[N-])cc1)C(=O)NCCc1ccc(O)cc1 (some centres undefined)
    78	.	38	91	86	94	103	37	98
C=C(Cl)C(=NC(C)(C)C)Nc1ccccc1C
    67	86	72	81	38	95	101	55	113
O=[N+]([O-])c1ccc(Br)cc1Nc1ccccc1
    86	89	98	103	86	101	99	105	91
Cc1nc2ncccc2nc1Nc1ccc(S(N)(=O)=O)cc1
    98	.	110	103	115	99	112	109	104
Clc1cc(Cl)c(-c2nc(-c3ccccc3)no2)cn1
    76	96	98	88	95	101	96	.	87
C[Si](C)(C)CCS(=O)(=O)O[C@@H]1C(=O)N(c2cc3c4ccccc4ccc3c3ccccc23)[C@H]1c1ccc(F)cn1
    86	86	98	102	99	93	101	107	92
O=C1Nc2ccc(Br)cc2/C1=N\c1nnc(-c2ccccc2)o1
    97	79	96	97	106	87	90	112	105
COC(=O)/C=C1\SC(=Nc2ccc(F)cc2)N(CCc2c[nH]c3ccccc23)C1=O
    88	108	106	100	66	103	98	126	102
COc1ccc(Nc2ncccc2NC(=O)c2cn(Cc3cccc(OC)c3)nn2)cc1
    91	107	111	97	113	102	97	114	82
Cc1cc(NC(=O)c2ccc(N)cc2)ccc1N=Nc1ccc2c(O)c(N=Nc3ccc4cc(S(=O)(=O)O)ccc4c3)c(S(=O)(=O)O)cc2c1
    105	94	113	100	117	103	101	135	96
CCCCCCCSCCO
    102	105	119	112	.	103	107	109	98
Clc1ccc(-c2oc(-c3ccc(Cl)cc3)c3c2CC=CC3)cc1
    92	84	99	97	97	100	104	101	103
CC1(C2CCC3(C)OC3C2)CO1 (centres undefined)
    98	68	112	109	99	97	85	103	.
C[C@@H]1O[C@H](/C=C/c2ccccc2F)[C@@H](O)[C@H]1O
    102	89	111	109	102	106	107	113	106
CN(Cc1ccccc1)C1=CC(=O)C(N(C)Cc2ccccc2)=CC1=O
    96	90	98	.	103	106	107	115	102
NC(=O)C(Cc1cc(I)c(O)c(I)c1)NC(=O)c1ccccc1 (centres undefined)
    108	92	103	112	116	94	108	123	87
O=C(CC(SCc1ccccc1)c1ccccc1)c1ccccc1 (centres undefined)
    37	88	84	85	87	89	74	94	100
CC(C)CCN1C(=O)CC(NNC(=O)c2cc3ccccc3cc2O)C1=O (centres undefined)
    88	40	94	100	107	86	75	106	89
CCSC1=NC2C(N(C)C(=O)N2C)N1/N=C/C=C/c1ccccc1[N+](=O)[O-] (centres undefined)
    99	77	90	101	98	95	99	112	100
COc1ccc(OC)c(-c2nc(SCC(=O)c3ccccc3)nc(Nc3ccc(S(N)(=O)=O)cc3)c2C#N)c1
    92	82	105	91	103	91	74	115	103
Cc1cc(Cl)ccc1NCN1C(=O)c2ccccc2C1=O
    96	97	108	96	102	107	96	107	109
Cc1ccc2nc(-c3c(-c4ccc(F)cc4)nc4ncccn34)[nH]c2c1
    88	74	101	99	109	103	95	105	101
ClC(Cl)(Cl)C(c1ccccc1)c1ccccc1
    99	102	105	102	97	101	98	107	92
CC(C)(C)c1cc(C2CCCCC2)cc(C(C)(C)C)c1O
    102	89	96	109	96	93	108	104	103
N#Cc1cc(N)n(-c2nc3c(cnn3-c3ccccc3)c(=O)n2-c2ccccc2)n1
    105	82	107	88	71	116	90	75	104
CC(=O)CC/C=C(\C)[C@H](O)[C@H](C)C(=O)O[C@H]1C[C@H](C)C=C2C=C[C@@]3(C)O[C@@H](O)CC(=O)[C@]3(C)[C@H]21
    -20*	-85*	1.0*	-10*	-34*	-12*	0.2*	-46*	-82*
Nc1nc2ccc(CNc3ccc(C(=O)NC(CC(=O)O)C(=O)O)cc3)cc2c(=O)[nH]1 (centres undefined)
    17	70	32	30	19	63	40	85	45
Cc1c(O)ccc2c1CCCC2
    97	76	102	104	93	98	103	97	106
C=CCn1c(C)nc2cc(Nc3nc(N4CCN(C)CC4)nc4nc[nH]c34)ccc21
    98	99	95	102	105	103	96	100	108
Cc1ccc2nc(NC(=O)CSc3nc(=S)c(C#N)c(-c4ccccc4)[nH]3)sc2c1
    99	71	103	109	101	94	102	106	101
CCCCCC(=N\N=C(N)N)/C(C)=N/N=C(N)N
    93	93	99	81	96	.	92	91	96
CC(=O)O[C@H]1CC[C@@]2(C)[C@@H](CC[C@@H]3[C@@H]2CC(=O)[C@@]2(C)[C@H]3C[C@@H](C3CCCC3=O)[C@@H]2C(C)=O)C1 (some centres undefined)
    90	97	111	106	96	94	106	116	107
C=C(C=O)[C@@H]1CC[C@]2(COC(C)=O)CC[C@]3(C)C(CC[C@@H]4[C@@]5(C)CC[C@H](OC(C)=O)C(C)(C)[C@@H]5CC[C@]43C)[C@@H]12 (some centres undefined)
    -58*	32	0.2*	-41*	4.9*	5.4*	-43*	-8.4*	-63*
O=S(=O)(OCCOS(=O)(=O)c1ccc(F)cc1)c1ccc(F)cc1
    84	86	99	87	77	97	84	69	74
CC(C)(C)c1ccc(S(=O)(=O)Oc2ccc(NC(=O)C3CCCC3)cc2)cc1
    97	85	101	89	80	95	83	102	98
Nc1nc(N)nc(-c2cc(Br)cc(Br)c2O)n1
    100	90	105	102	106	104	113	110	98
Cc1ccc(CN2C(=O)C3(NCCc4cc(O)ccc43)c3cc(Cl)ccc32)cc1 (centres undefined)
    100	88	106	101	102	101	97	113	104
CC1CO/C(=C2\C(=O)OCC2C)C1 (centres undefined)
    107	82	106	110	102	104	111	107	110
O=S(=O)(Nc1nnc(-c2ccncc2)s1)c1ccccc1
    98	95	101	107	99	114	93	104	100
CCC1(C)C(C#N)C(=O)NC(=O)C1C#N (centres undefined)
    105&106	91&93	107&106	103&109	88&108	113&107	99&100	109&113	117&105
O=C(NCCCO)NCN1C(=O)c2cccc3cccc(c23)C1=O
    88	93	110	103	96	106	98	99	104
COc1ccc(C(=O)/C=C/c2cc(-c3ccc4c(c3)OCO4)n[nH]2)c(F)c1
    87	83	100	92	100	79	92	93	104
O=c1nccc(SCc2ccc(Cl)cc2Cl)[nH]1
    101	96	101	109	98	95	99	119	84
Cc1c(O)c(=O)ccn1-c1nc2ccccc2s1
    96	96	95	98	94	110	38	96	114
COC(=O)C1(C)COP(=O)(NC23CC4CC(CC(C4)C2)C3)OC1 (centres undefined)
    108	95	100	102	100	104	101	103	.
COc1ccc(S(=O)(=O)NC2C(O)C3(C)c4ccccc4C2(C)c2ccccc23)c(OC)c1 (centres undefined)
    92	63	100	94	97	93	95	99	105
CC(=O)Nc1ccc(OC(=O)Oc2ccc(NC(C)=O)cc2)cc1
    92	87	105	100	108	96	109	151	99
NCCCC[C@H](NC(=O)[C@@H]1CCCN1C(=O)Cc1cccc2ccccc12)C(=O)N[C@@H](CCCN=C(N)N)C(=O)NCCOCC(N)=O
    98	91	97	97	103	101	96	112	93
Cc1ccc(N2C(=O)c3ccccc3C2(O)c2ccccc2)cc1 (centres undefined)
    106	89	106	105	105	105	99	115	102
COc1ccc(/C(=C\c2ccccc2)C(=O)O)cc1OC
    102	82	97	103	103	96	102	100	103
C1=CC2C3CCC(C3)C2C1 (centres undefined)
    77	92	105	100	86	97	92	106	93
COC(=O)CCC(=O)NC1C2CC3CC(C2)CC1C3 (centres undefined)
    106	97	106	108	99	102	100	101	92
CCN(CC)CCOC(=O)C(c1ccccc1)(c1ccccc1)C(C)C
    92	.	97	91	61	97	96	66	97
N#Cc1ccc(OCc2nc(N)nc(N)c2-c2ccc(Cl)c(Cl)c2)cc1
    12	66	22	43	11	38	21	46	40
COc1ccccc1C=O
    94	101	108	107	95	108	107	103	101
CCOC(=O)C(/C=N/Nc1ccccc1)C(=O)OCC
    103	79	103	106	116	.	102	114	105
O=c1c(S(=O)(=O)c2ccccc2)cc2c(n1Cc1ccccc1)-c1cnn(-c3ccc(Cl)cc3)c1CC2
    79	63	91	90	94	87	84	85	96
Cc1ccc(CNc2ccc(C)cc2)cc1
    118	84	99	103	100	111	104	102	101
O=NN(C(=O)NCc1cccnc1)C1CCCCC1
    109	81	108	116	106	99	105	116	107

Other structures:
Every second line gives: HCT-116	SNB-75	SW-620	KM12	HT29	SNB-19	HCT-15	COLO 205	HCC-2998
CCOC1CCC=CO1 (centres undefined)
    99	91	105	102	108	112	100	.	100
CCCCN(C=S)CCCC
    99	87	96	102	102	94	98	99	102
CCCCCCCCCCCCCCCCCCOc1ccccc1CC(=O)NCC[N+]1(C)CCCCC1
    57	61	64	29	13	37	96	24	32
COC(=O)c1c(C(=O)OC)c2n(CC(=O)Nc3cccc4cccnc34)c3ccccc3n2c1C(=O)c1ccc(Br)cc1
    97	99	98	80	103	97	101	108	110
CC(C)c1cccc(C(C)(C)C)n1
    106	112	101	107	113	105	112	112	102
Cc1ccc2oc(=O)cc(Cn3cc(Cn4cnc5c4c(=O)n(C)c(=O)n5C)nn3)c2c1
    108	88	105	102	102	97	108	111	103
O=C(c1ccccc1)N(C(=S)NCCc1ccc(Cl)cc1)c1ccc(Cl)cc1
    45	75	63	27	38	59	48	62	62
Cc1cc(C)c(NC(=O)c2sc3nc4c(cc3c2N)CCCC4)c(C)c1
    30	18	31	35	14	43	32	43	88
COc1ccc2[nH]cc(/C=C/c3nc4ccccc4c(=O)n3-c3ccc(C#Cc4ccc(C(C)(C)C)cc4)cc3C)c2c1
    95	82	105	93	96	103	101	102	82

Of the compounds above, 11 contain a Cl atom.
Every second line gives: HCT-116	SNB-75	SW-620	KM12	HT29	SNB-19	HCT-15	COLO 205	HCC-2998
CN(CCCCCl)P(=O)(OCc1ccc([N+](=O)[O-])o1)C(F)(F)C[C@H](NC(=O)CNC(=O)c1ccc(N=[N+]=[N-])cc1)C(=O)NCCc1ccc(O)cc1 (some centres undefined)
    78	.	38	91	86	94	103	37	98
C=C(Cl)C(=NC(C)(C)C)Nc1ccccc1C
    67	86	72	81	38	95	101	55	113
Clc1cc(Cl)c(-c2nc(-c3ccccc3)no2)cn1
    76	96	98	88	95	101	96	.	87
Clc1ccc(-c2oc(-c3ccc(Cl)cc3)c3c2CC=CC3)cc1
    92	84	99	97	97	100	104	101	103
Cc1cc(Cl)ccc1NCN1C(=O)c2ccccc2C1=O
    96	97	108	96	102	107	96	107	109
ClC(Cl)(Cl)C(c1ccccc1)c1ccccc1
    99	102	105	102	97	101	98	107	92
Cc1ccc(CN2C(=O)C3(NCCc4cc(O)ccc43)c3cc(Cl)ccc32)cc1 (centres undefined)
    100	88	106	101	102	101	97	113	104
O=c1nccc(SCc2ccc(Cl)cc2Cl)[nH]1
    101	96	101	109	98	95	99	119	84
N#Cc1ccc(OCc2nc(N)nc(N)c2-c2ccc(Cl)c(Cl)c2)cc1
    12	66	22	43	11	38	21	46	40
O=c1c(S(=O)(=O)c2ccccc2)cc2c(n1Cc1ccccc1)-c1cnn(-c3ccc(Cl)cc3)c1CC2
    79	63	91	90	94	87	84	85	96
O=C(c1ccccc1)N(C(=S)NCCc1ccc(Cl)cc1)c1ccc(Cl)cc1
    45	75	63	27	38	59	48	62	62

Compound profiles, from the list above. Values in the order: HCT-116 | SNB-75 | SW-620 | KM12 | HT29 | SNB-19 | HCT-15 | COLO 205 | HCC-2998
COc1ccc2[nH]cc(/C=C/c3nc4ccccc4c(=O)n3-c3ccc(C#Cc4ccc(C(C)(C)C)cc4)cc3C)c2c1 is listed with 95 | 82 | 105 | 93 | 96 | 103 | 101 | 102 | 82
Cc1cc(C)c(NC(=O)c2sc3nc4c(cc3c2N)CCCC4)c(C)c1 is listed with 30 | 18 | 31 | 35 | 14 | 43 | 32 | 43 | 88
O=C(c1ccccc1)N(C(=S)NCCc1ccc(Cl)cc1)c1ccc(Cl)cc1 is listed with 45 | 75 | 63 | 27 | 38 | 59 | 48 | 62 | 62
